Source: PubChem
IL2 activator = activators of IL-2; IL-2 activation reporter assay, cell-based qHTS; stimulated with anti-CD3/CD4/CD28 beads; in transgenic mouse T cells; activation, % (series mostly up to about 46 µM); 0.065% of 360,000 active; AID 652025; in the data active = activation above about 50%; inconclusive = mostly about 30% to 49%; note: 0% is about no effect
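Unstimulated transgenic mouse T cells; 60-min compound exposure; bead-based TCR/CD4/CD28 stimulation; 18 h culture, 37 degrees C; dual fluorescence (EGFP, DsRed) plate cytometry.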
ATXN2 expr inh = ATXN2 expression inhibition. HEK-293 ATXN2-luciferase reporter, luminescence, 24 h. Potency, µM (series often up to 57 µM), for inactives: top-dose activity change, negative = inhibition, most hits filed as inhibitors. 0.72% of 360,000 active. AID 1745845; note: potency is the fitted concentration of half-maximal effect; % is set by controls: 0 for no effect and ±100 for the full control effect; nearly all actives have a fitted effect of over 55% in size
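qHTS (up to 57 uM final) was run with 24 h compound exposure of reporter cells at 37 °C. Each well was multiplexed: SteadyGlo luminescence measured ATXN2-luciferase expression after a fluorogenic Gly-Phe-AFC viability readout (25 uM final).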
Nrf2 activator = Nrf2 pathway activation; AREc32 ARE-luciferase reporter (MCF7-derived line), luminescence, 24 h; Potency, µM (titrated, usually from 46.1 µM), for the others: at the highest dose activation, actives largely listed as activators; 0.31% of 410,000 active; AID 624171; note: potency is the fitted concentration of half-maximal effect; % of control where 0% means no effect; nearly all actives have a fitted effect of over 65% in size
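For detection, Steady-Glo was added and plates sat 30 min at RT; before that, AREc32_Fluc cells grown overnight in OPTI-MEM/5% FBS had been treated with 23 nL compound for 24 hr at 37 deg C.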
HepG2 viability = HepG2 cytotoxicity, counter-screen for TGF-b inhibitors | HepG2 CAGA-GFP viability, ATP luminescence, 18 h | Potency, µM (series often up to 46.1 µM), inactives show at the top dose activity change, negative = cytotoxicity, hits mostly cytotoxic | 0.76% of 410,000 active; note: potency is the fitted concentration of half-maximal effect; some results filed as inactive show a strong effect at the top dose
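CellTiter-Glo luminescence gave cytotoxicity after 18 hours at 37 degrees C. The cells were HepG2 CAGA-GFP in 1% FBS DMEM, stimulated with 500 pg/mL TGF-beta after compound addition. %Activity was normalised to no-cell wells (complete cell-killing) and DMSO (no toxicity), and curves were fitted and classified.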
Nrf2 inh = blocks Nrf2 signaling; A549 ARE-Fluc reporter, luciferase luminescence, 18-24 h; Potency, µM (highest dose often 46 µM), for inactives: top-dose activity change, negative = inhibition, actives largely listed as inhibitors; 2.1% of 360,000 active; AID 504444; note: potency is the fitted concentration of half-maximal effect; % is set by controls: 0 for no effect and ±100 for the full control effect; nearly all actives have a fitted effect of over 60% in size
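Nrf2 function is reported as luminescence of an ARE-controlled luciferase in A549 cells. Compounds were tested at several concentrations, and a CellTiter-Fluor read on the same wells flagged cytotoxicity.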
TGFb SMAD3 inh = inhibitors of TGF-b signaling; AID 588855; HepG2 CAGA-GFP TGF-b/SMAD3 reporter, GFP fluorescence, 18 h; TGF-beta stimulated, 500 pg/mL final; Potency, µM (top dose mostly 46.1 µM), without a hit: at the top dose activity, negative = inhibition, actives largely listed as inhibitors; 1.2% of 410,000 active; note: potency is the fitted concentration of half-maximal effect; % is set by controls: 0 for no effect and ±100 for the full control effect; nearly all actives have a fitted effect of over 65% in size
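Using HEPG2 CAGA-GFP reporter cells at 1000 cells/well, we pinned test compounds, stimulated with recombinant TGF-beta (500 pg/mL final) and measured total well GFP after 18 h.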
S2 tox = cell viability loss in ATXN counter-screen; 0.49% of 400,000 active; Potency, µM (titrated, usually from 56.7 µM), usual class: cytotoxic; S2 cells (HEK-293 line with an ATXN2-luciferase reporter) viability, CellTiter-Fluor protease fluorescence, 24 h; AID 651635; note: potency is the fitted concentration of half-maximal effect; nearly all actives have a fitted effect of over 40% in size
EPAC2 ag = activates human EPAC2 exchange factor. Potency, µM (highest dose often 154 µM), for inactives: top-dose activation, usual class: activators. Q8WZA2. AID 720711. EPAC2 activation, biochemical qHTS; response scale: 100% = 6.5 mM cAMP response. 0.079% of 360,000 active; note: potency is the fitted concentration of half-maximal effect; nearly all actives have a fitted effect of over 50% in size
Target sequence (Q8WZA2 whole entry, looked up): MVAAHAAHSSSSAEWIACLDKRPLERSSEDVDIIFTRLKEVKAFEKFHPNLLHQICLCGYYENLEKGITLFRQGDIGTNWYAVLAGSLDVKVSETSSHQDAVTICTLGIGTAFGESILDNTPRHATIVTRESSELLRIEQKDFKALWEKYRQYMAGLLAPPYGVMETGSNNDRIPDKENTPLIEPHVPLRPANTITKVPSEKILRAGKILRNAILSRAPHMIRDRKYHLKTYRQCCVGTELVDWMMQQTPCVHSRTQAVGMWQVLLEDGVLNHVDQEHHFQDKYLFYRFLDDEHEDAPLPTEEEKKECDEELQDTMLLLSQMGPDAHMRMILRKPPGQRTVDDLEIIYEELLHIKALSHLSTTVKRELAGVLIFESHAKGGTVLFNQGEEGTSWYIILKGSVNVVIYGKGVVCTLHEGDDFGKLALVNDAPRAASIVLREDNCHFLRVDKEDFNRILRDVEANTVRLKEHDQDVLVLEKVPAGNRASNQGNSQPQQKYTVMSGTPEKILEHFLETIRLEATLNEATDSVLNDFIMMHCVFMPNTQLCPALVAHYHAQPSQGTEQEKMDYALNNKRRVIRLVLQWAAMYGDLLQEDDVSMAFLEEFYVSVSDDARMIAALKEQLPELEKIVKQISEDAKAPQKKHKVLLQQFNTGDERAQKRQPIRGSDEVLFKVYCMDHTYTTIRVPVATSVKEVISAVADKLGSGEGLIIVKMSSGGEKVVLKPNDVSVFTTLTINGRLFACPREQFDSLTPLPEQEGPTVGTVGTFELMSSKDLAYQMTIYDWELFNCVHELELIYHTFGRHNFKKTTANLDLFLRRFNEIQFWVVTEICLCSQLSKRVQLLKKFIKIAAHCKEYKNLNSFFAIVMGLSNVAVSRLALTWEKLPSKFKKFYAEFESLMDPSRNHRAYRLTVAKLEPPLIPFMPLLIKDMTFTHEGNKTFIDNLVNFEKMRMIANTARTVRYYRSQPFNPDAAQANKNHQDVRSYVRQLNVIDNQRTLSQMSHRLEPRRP
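Setup: EPAC2 100 nM, labeled Rap1B complex 250 nM, free GDP 50 uM. Compound titrations pinned in, brief spin, 5 min room temperature incubation. Kinetic fluorescence read over 30 min, normalized to 6.5 mM cAMP.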
A549 viability = kills or reduces viability of A549 cells in Nrf2 counter-screen; A549 ARE-Fluc cells, CellTiter-Fluor viability, 18-24 h; Potency, µM (series often up to 46 µM), inactives show at the highest dose activity change, negative = cytotoxicity, hits mostly inhibitors; 0.16% of 390,000 active; AID 504648; note: potency is the fitted concentration of half-maximal effect; % is set by controls: 0 for no effect and ±100 for the full control effect
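Cytotoxicity counterscreen: CellTiter-Fluor fluorescence was measured in A549 ARE_Fluc cells after 18-24 h of compound exposure in a concentration series. The subsequent BugLite luminescent read reports ARE-luciferase activity.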
Starred values were filed as active, the others as inactive; i = inactive; ? = inconclusive; . = not tested or not shown; & = joins results of further samples; [ ] = another dose, or the depositor's remark. Unless noted, calls come from the whole dose curve; as a rule, active = well fitted curve in the direction sought with a large enough effect; inconclusive = small, poorly fitted or top-dose-only effect, or another doubt; inactive = no such curve, though single readings can be large; an effect the other way counts as inactive or inconclusive. An unsorted share of the library. Share with any hit: about 4.3%.

SMILES	IL2 activator	ATXN2 expr inh	Nrf2 activator	HepG2 viability	Nrf2 inh	TGFb SMAD3 inh	S2 tox	EPAC2 ag	A549 viability
CCOC(=O)c1c(C)nc2sc(C(N)=O)c(N)c2c1-c1ccccc1	-0.7	6%	-1.3%	-42%	-6%	?	i	7.9µM*	0%
Cc1cc(F)ccc1S(=O)(=O)Nc1ccc2c(c1)CCCN2C(=O)c1cccs1	.	?	-2.5%	-38%	.	16µM*	.	.	-7%
CC(=O)Nc1ccc(S(=O)(=O)NC(CC(=O)N(C)Cc2ccccc2)C(C)C)cc1 (stereo not given)	-3.7	0%	-0.6%	1%	5%	34%	i	3%	-6%
COc1cccc(-n2c(SC3CCOC3=O)nc3ccccc3c2=O)c1 (stereo not given)	-1.9	-2%	-0.2%	9%	.	-15%	i	12%	-2%
CCOC(=O)c1c(NC(=O)COC(=O)Cn2c(C(F)(F)F)nc3ccccc32)sc(C)c1C	-0.5	?	0.0%	12%	.	6%	?	0%	-4%
COc1cc(OC)c(-c2noc(C(=O)OC(C)(C)C)c2C(=O)OC(C)(C)C)c(OC)c1	1.2	2%	0.0%	14%	12%	7%	i	7%	-2%
Cc1cccc(N2CCN(S(=O)(=O)c3cn(C)cn3)CC2)c1C	-0.8	.	0.0%	-7%	3%	21%	?	3%	5%
COc1nc(-c2ccccc2)cc(-c2ccc3c(c2)OCO3)c1C#N	-0.6	0%	0.3%	23%	?	-8%	i	12%	-6%
COc1ccc([N+](=O)[O-])cc1NC(=S)NC(=O)C(C)(C)C	-2.0	0%	9.3%	-8%	-29%	-5%	i	-17%	-1%
CCOc1ccc(/C=C/C(=O)Nc2ccccc2C(F)(F)F)cc1	-0.6	42%[activator]	4.0%	-6%	12%	11%	i	-5%	12%
Cc1ccc([C@H]2C[C@H](O)[C@@H](n3cc(-c4ccc(F)cc4)nn3)CN2C(=O)c2cccs2)cc1	-2.0	-26%	-0.5%	-18%	.	-3%	?	16%	.
CCn1c(=N)n(CC(O)c2cccs2)c2ccccc21 (stereo not given)	-1.0	.	-0.5%	6%	-18%	1%	?	6%	0%

By substructure, the compounds so far with a CF3 group
SMILES	IL2 activator	ATXN2 expr inh	Nrf2 activator	HepG2 viability	Nrf2 inh	TGFb SMAD3 inh	S2 tox	EPAC2 ag	A549 viability
CCOC(=O)c1c(NC(=O)COC(=O)Cn2c(C(F)(F)F)nc3ccccc32)sc(C)c1C	-0.5	?	0.0%	12%	.	6%	?	0%	-4%
CCOc1ccc(/C=C/C(=O)Nc2ccccc2C(F)(F)F)cc1	-0.6	42%[activator]	4.0%	-6%	12%	11%	i	-5%	12%

(list continues)
SMILES	IL2 activator	ATXN2 expr inh	Nrf2 activator	HepG2 viability	Nrf2 inh	TGFb SMAD3 inh	S2 tox	EPAC2 ag	A549 viability
COCC(=O)NCc1nc2ccccc2n1Cc1ccccc1F	0.9	3%	0.0%	4%	18%	2%	i	-4%	2%
CC(C)=CCC/C(C)=C/CNC(=O)C[C@H]1C[C@H](C(=O)N2CCOCC2)[C@@]2(C)c3[nH]c4ccc(Cl)cc4c3CCN2C1=O	-0.9	4%	-0.8%	18µM*	?	10µM*	i	4%	?
CC(C)CC(NC(=O)c1cccc(Cl)c1)C(=O)O (stereo not given)	-1.1	3%	-0.4%[9.22 µM]	1%	5%	6%	i	-2%	-2%
O=C(O)c1ccccc1SC1CC(=O)N(c2ccccc2)C1=O (stereo not given)	-0.1	1%	6.0%	-5%	3%	-15%	i	0%	1%
COc1ccc(CC(N)c2csc(NC(=O)Nc3ccc(F)cc3)n2)cc1 (stereo not given)	-0.4	-32%	0.7%	18µM*	.	11µM*	i	16%	.
CC1CCN(S(=O)(=O)N2CCC(C(=O)NCc3ccc(F)cc3Cl)CC2)CC1	-1.9	.	-1.1%	-2%	.	0%	i	9%	.
CCCSC1=NC2(CCN(C(=O)NC3CCCCC3)CC2)N=C1c1ccc(C)cc1	.	3%	-0.1%	-24%	18%	-4%	i	.	1%
O=c1oc2ccc3ccccc3c2cc1-c1nnc(-c2cccs2)o1	20	-12%	3.7%	19%	2%	8%	.	-22%	1%
CCCCN1C[C@H](Cc2ccccc2)[C@@H](CC(=O)NC)C1=O	-0.8	7%	-0.8%	4%	.	-10%	i	3%	.
CCCCNc1nc(N(C)c2ccccc2)nc(-n2ccnc2)n1	-1.9	-12%	0.5%	-20%	?	0%	i	-10%	-5%
NC(=O)c1ccc(NC(=O)CCCc2nc(-c3ccccc3Cl)no2)cc1	0.5	10%	-0.5%	-1%	-21%	9%	i	5%	-1%
O=C(NC1CCCc2ccccc21)c1ccccc1OC(F)F (stereo not given)	3.4	0%	-0.9%	1%	-20%	-10%	i	3%	-2%
O=C(NC1CC1)C1=C[C@H](c2ccc(C(F)(F)F)cc2)C[C@H](OCCCCO)O1	0.1	-8%	4.1%	-2%	6%	-2%	i	9%	4%
Cc1ccc(-c2nc(CC(=O)Nc3cccc(S(=O)(=O)NC4=NCCC4)c3)cs2)cc1	0.0	-25%	5.5%	-1%	?	-21%	i	11%	-5%
COc1ccc(CNC(=S)Nc2cc(C)cc(C)c2)cc1	-1.2	-11%	-0.9%	-50%	-14%	-9%	i	-1%	?
CCCn1nc2ccccc2c1P(=N)(N1CCOCC1)N1CCOCC1	0.0	-3%	-0.1%	2%	10%	-3%	i	3%	1%
C[C@@H]1CN([C@H](C)CO)C(=O)c2cc(Br)cnc2O[C@@H]1CN(C)C(=O)NC1CCCC1	0.5	9%	-0.3%	7%	.	0%	i	-12%	.
COc1ccc(N2CCN(c3cc(C)c4ccc(C)cc4n3)CC2)cc1	-0.5	-32%	1.9%	-4%	-10%	10%	i	?	2%
COc1ccc(CCN2C(=O)CN=C2Nc2ccc(F)cc2)cc1OC	-3.7	-10%	-0.3%	-4%	7%	-10%	i	20%	14%
CC(=O)NCCNc1nc(NCc2ccccc2)nc2ccsc12	-0.1	16%	8.9%	7%	.	?	i	-1%	.
CC(OC(=O)c1ccc2c(=O)n3c(nc2c1)CCCCC3)C(N)=O (stereo not given)	-3.8	8%[11.3 µM]	2.1%	-15%	?	1%	i	4%	1%
N#Cc1c(-n2cccc2/C=N/O)sc2c1CCCC2	-2.7	-17%	8.6%	-1%	-9%	?	i	9%	-4%
Cc1cc(C)nc(-n2ncc3c2CC(c2cccc(Cl)c2)CC3=O)n1 (stereo not given)	-0.9	-6%[11.3 µM]	0.5%	-8%	3%	-23%	?	-1%	-14%
CCc1nc2ccc(C(=O)N3CCN(c4ccccc4F)CC3)cc2nc1CC	-0.6	-2%	-0.4%&0.4%	13%&-18%	6%	?	i	2%	-2%&-5%
CC(=O)Nc1cccc(N=NN2CCOCC2)c1	-0.4	-15%	2.5%	5%	-11%	-33%	i	0%	-13%
Cc1ccccc1C(=O)NC1CCN(CC(=O)Nc2ccc(N(C)C)cc2)CC1	-0.1	.	-0.1%	2%	4%	8%	i	0%	2%
Cc1ccccc1-c1nc(CS(=O)CC(=O)NCc2ccc3c(c2)OCO3)c(C)o1 (stereo not given)	0.0	.	-0.5%	-22%	6%	?	i	7%	-6%
COc1cccc(-n2c(=S)[nH]c3c(oc4ccccc43)c2=O)c1	-0.1	.	2.7%	-1%	14%	-2%	i	15%	1%
O=C(Nc1cccc(F)c1)Nc1ccc2c(c1)C(=O)OC2	-0.7	16%	0.3%	-2%	16%	4%	i	10%	-7%
O=C(Oc1ccccc1)c1cccc2cccc(C(=O)Oc3ccccc3)c12	-0.9	.	17%	-25%	-4%	-4%	i	15%	27%
O=C1CCC(c2ccccc2)(c2ccccc2)CC1	0.6	.	0.5%	0%	5%	-18%	i	10%	7%
COc1cccc(/C=C(/C(=O)OCC(=O)NCC2CCCO2)c2ccccc2)c1 (stereo not given)	-0.3	3%	5.6%	-2%	-6%	-17%	i	-18%	-9%
O=C(N/N=C/c1cc([N+](=O)[O-])c(N2CCOCC2)cc1N1CCOCC1)c1cccnc1	-1.0	-11%	0.2%	-4%	7%	1%	i	1%	-3%
CCCCOc1ccccc1C(=O)N(Cc1ccc(C)o1)C1CCS(=O)(=O)C1 (stereo not given)	0.3	3%	-0.7%&0.5%	1%&-26%	?	-20%&-21%	i	-3%	-11%&-1%
O=C(NCCc1ccccc1)c1nc(-c2ccc(Cl)cc2)n2c1CCCCC2	.	?	-0.5%	-24%	?	?	?	.	-29%
CCOc1ccccc1C(=O)N1CCc2cc(OC)c(OC)cc2C1COc1ccc2c(C)cc(=O)oc2c1 (stereo not given)	.	5%	3.3%	6%	-8%[9.27 µM]	1%	i	.	-8%

An excerpt from above in order of the Nrf2 activator value, lowest first:
Molecule	IL2 activator	Nrf2 activator	TGFb SMAD3 inh
Cc1ccccc1-c1nc(CS(=O)CC(=O)NCc2ccc3c(c2)OCO3)c(C)o1 (stereo not given)	0.0	-0.5%	?
Cc1ccccc1C(=O)NC1CCN(CC(=O)Nc2ccc(N(C)C)cc2)CC1	-0.1	-0.1%	8%
O=C(N/N=C/c1cc([N+](=O)[O-])c(N2CCOCC2)cc1N1CCOCC1)c1cccnc1	-1.0	0.2%	1%
COc1cccc(-n2c(=S)[nH]c3c(oc4ccccc43)c2=O)c1	-0.1	2.7%	-2%
CCOc1ccccc1C(=O)N1CCc2cc(OC)c(OC)cc2C1COc1ccc2c(C)cc(=O)oc2c1 (stereo not given)	.	3.3%	1%
COc1cccc(/C=C(/C(=O)OCC(=O)NCC2CCCO2)c2ccccc2)c1 (stereo not given)	-0.3	5.6%	-17%
O=C(Oc1ccccc1)c1cccc2cccc(C(=O)Oc3ccccc3)c12	-0.9	17%	-4%
